Furin inhibitor = human furin inhibitors, primary screen, biochemical, fluorescence intensity; purified furin, fluorogenic substrate cleavage; inhibition, % at 30 µM; actives 0.061% (n = 220,000); in the data active = inhibition above about 25%; also: inactives centre near -15
TbHK1 inh = Trypanosoma brucei hexokinase 1 inhibitors, primary screen, biochemical, G6PDH-coupled NADH absorbance, MLSCN library; hexokinase 1 [Trypanosoma brucei]; recombinant TbHK1, G6PDH-coupled NADH A340; inhibition, % at 10 µM; actives 0.11% (n = 220,000); AID 1430, 2008;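 active = inhibition of 50% or more in the single-dose primary screen; inactive = inhibition below 50%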
NCF1 inh = p47phox/p22phox peptide binding inhibitors, primary screen, biochemical, uHTS, NADPH oxidase regulatory subunit | Neutrophil cytosol factor 1 (Homo sapiens), P14598 | fluorescence polarization, 2 h | inhibition, % at 24.7 µM | actives 0.53% (n = 220,000) | AID 1274, 2008;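 active = inhibition above about 30%, limit read from the data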;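 also: 0% = p47phox with labelled peptide and 100% = labelled peptide alone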
EP2 antag = human EP2 receptor antagonists, primary screen, TR-FRET cAMP, C6 glioma cells. Prostaglandin E2 receptor EP2 subtype (Homo sapiens), P43116. C6 glioma cells expressing human EP2; cells stimulated with saturating PGE2. inhibition, % at 25 µM. actives 0.52% (n = 260,000);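 active = percent inhibition above 40 after rounding to a whole number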;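 also: rat C6 glioma host cells with rolipram phosphodiesterase inhibitor present; the protocol text gives 20 µM as final concentration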
p97 ATPase inh = inhibitors of human p97 ATPase, primary screen, biochemical. Transitional endoplasmic reticulum ATPase (Homo sapiens), P55072. recombinant p97 ATPase, Kinase-Glo ATP luminescence, 3 h. inhibition, % at 8 µM. actives 0.42% (n = 220,000); in the data active = inhibition above about 15%;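 also: 0% = DMSO vehicle and 100% = wells lacking enzyme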
Target sequence (P55072 whole entry, looked up): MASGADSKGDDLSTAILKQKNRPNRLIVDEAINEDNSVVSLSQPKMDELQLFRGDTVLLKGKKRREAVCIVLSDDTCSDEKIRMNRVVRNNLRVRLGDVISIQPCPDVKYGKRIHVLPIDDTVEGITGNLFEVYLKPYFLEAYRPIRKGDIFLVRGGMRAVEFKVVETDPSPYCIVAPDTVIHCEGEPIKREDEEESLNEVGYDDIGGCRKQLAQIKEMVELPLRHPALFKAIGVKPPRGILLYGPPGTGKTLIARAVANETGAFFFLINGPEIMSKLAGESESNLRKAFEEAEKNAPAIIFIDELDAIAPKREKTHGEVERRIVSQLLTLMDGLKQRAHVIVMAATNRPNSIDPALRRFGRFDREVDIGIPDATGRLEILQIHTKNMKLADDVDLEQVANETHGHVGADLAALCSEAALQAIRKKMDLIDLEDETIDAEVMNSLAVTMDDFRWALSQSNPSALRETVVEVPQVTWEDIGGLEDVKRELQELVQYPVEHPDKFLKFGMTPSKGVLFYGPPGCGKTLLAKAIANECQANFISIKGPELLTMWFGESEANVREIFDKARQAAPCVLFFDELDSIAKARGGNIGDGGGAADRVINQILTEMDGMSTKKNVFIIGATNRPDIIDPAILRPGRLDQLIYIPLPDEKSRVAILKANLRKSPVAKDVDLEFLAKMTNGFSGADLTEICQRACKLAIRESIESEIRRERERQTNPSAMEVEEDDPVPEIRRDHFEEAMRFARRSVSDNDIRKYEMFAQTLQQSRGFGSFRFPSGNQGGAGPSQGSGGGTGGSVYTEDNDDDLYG
Ba/F3 V617F tox = reduced viability of JAK2V617F-dependent Ba/F3 cells, primary screen, JAK2V617F inhibitor project, cell-based, Ba/F3 EpoR-JAK2V617F, luminescence; ATP luminescence; inhibition, % at 5.6 µM; actives 1.1% (n = 220,000);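 active = inhibition above the campaign mean plus 3 SD over all tested compounds, cut at about 24% in these data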;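 also: cytokine-independent growth of Ba/F3 cells driven by EpoR plus mutant JAK2; 0% = DMSO-treated cells and 100% = JAK inhibitor I control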
RBBP9 inh = human RBBP9 inhibitors, primary screen, biochemical, fluorescence polarization, FP-Rh probe, HTS; Serine hydrolase RBBP9 (Homo sapiens), O75884; recombinant RBBP9; inhibition, % at 7.94 µM; actives 0.2% (n = 220,000);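 active = inhibition above the campaign mean of all tested compounds plus 3 SD, cut at about 14% in these data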;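 also: plate controls were DMSO wells with RBBP9 for no effect and wells lacking RBBP9 protein for full effect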
Target sequence (O75884 whole entry, looked up): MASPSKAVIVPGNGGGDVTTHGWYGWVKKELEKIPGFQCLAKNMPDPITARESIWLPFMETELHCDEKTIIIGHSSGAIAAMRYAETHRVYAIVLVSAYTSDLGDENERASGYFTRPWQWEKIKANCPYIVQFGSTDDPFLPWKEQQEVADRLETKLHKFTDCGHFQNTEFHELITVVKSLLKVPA
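Test system – recombinant human RBBP9 · Input – RBBP9 2.5 µM in dispensing solution, pre-mixing · Medium – Tris buffer pH 8.0, NaCl, Pluronic · Schedule – preincubation 30 min plus labeling 45 min at 25 °C · Measured by – fluorescence polarization · Measure – % inhibition · Controls – DMSO and no-protein wells · Replicates – one well per compound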
PPC-1+TRAIL kill = compounds killing PPC-1 cancer cells with TRAIL present, primary screen, TRAIL potentiator project, ATPLite luminescence, uHTS; cell killing (% activity), % at 4 µM; PPC-1 cells + TRAIL, ATPLite viability luminescence; actives 0.41% (n = 220,000);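 active = cell killing above 50% in the first pass at 4 µM, then a duplicate retest at 5 µM averaging 50% or more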;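 also: plate controls were cells with TRAIL plus DMSO for no effect and medium-only wells lacking cells for full effect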
BaF3 tox = parental Ba/F3 cell viability inhibition, counter-screen for JAK2V617F inhibitor project, murine pro-B, CellTiter-Glo luminescence; CellTiter-Glo ATP luminescence; inhibition, % at 5.6 µM; actives 1.1% (n = 220,000); AID 1486, 2009;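 active = inhibition above a per-campaign cutoff, the mean inhibition of all tested compounds plus 3 SD, cut at about 27% in these data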;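 also: 0% = DMSO wells and 100% = JAK Inhibitor I control wells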
* hit, by the source's call; x = not tested or not shown; & = joins results of further samples; [ ] = remark or other dose.

SMILES,Furin inhibitor,TbHK1 inh,NCF1 inh,EP2 antag,p97 ATPase inh,Ba/F3 V617F tox,RBBP9 inh,PPC-1+TRAIL kill,BaF3 tox
Cc1ccc(Nc2ccc(C(F)(F)F)cc2[N+](=O)[O-])cc1,-20,24,14,6,8,-6,-7,-5,0
CCN1CCN(C(=O)c2ccc3c(c2)c(C)c(C)n3Cc2ccccc2)CC1,-19,-5,-12,14,-3,-2,-1,16,3
COc1cccc(CNc2ccc(S(N)(=O)=O)cc2)c1OCc1ccccc1F,1,36,-7,4,-2,2,-4,8,11
CC1(C)C2CCC1(C(=O)O)c1nc3ccccc3nc12 (stereo not given),-24,-4,-3,8,3,-2,-4,1,-1
COCCNC(=S)NCc1ccc2[nH]c3c(c2c1)CCCC3,-18,-2,-3,9,-1,-2,-3,0,0
CCOC(=O)C1C(=O)C=C(c2cccs2)CC1c1ccccc1C (stereo not given),-2,-3,-10,6,-1,2,-1,10,11
O=C(NCCN1CCOCC1)NC1(C(F)(F)F)Oc2ccc(Cl)cc2O1 (stereo not given),-22,-3,-18,2,7,44*,7,15,29*
O=C(Nc1ccc(-c2nc3ccccc3o2)cc1)C1CCCO1 (stereo not given),-15[20 µM],-13,-5,8,-6,-4,1,-33,4
CC(C)c1onc(C(=O)Nc2cccc(Cl)c2)c1[N+](=O)[O-],-26,-4,-10,6,7,0,-5,13,4
C=CCSc1nc2c(cnn2-c2ccc(C)c(C)c2)c(=O)[nH]1,-14,-5,-9,14,-2,-1,4,11,8
N#CC(C(=O)NC1CC1)c1nc2ccccc2nc1N1CCCC1 (stereo not given),-15,-20,12,8,11,0,6,13,7
CC(C)(C)n1nnnc1C(c1ccc(C(F)(F)F)cc1)N(Cc1ccccc1)Cc1ccco1 (stereo not given),-3[20 µM],-1,-16,x,-3,2,-5,-7,0
CCOC(=O)c1ccc(S(=O)(=O)N2CCN(C)CC2)cc1,-6[20 µM],0,-12,19,-1,-4,11,5,0
O=C(Nc1ccccc1)OC1CC2CC1C1CCCC21 (stereo not given),-21,-6,-4,9,2,1,-6,-2,10
Cc1cccc(C)c1OCC(=O)Nc1nnc(C2CCCO2)s1 (stereo not given),-25,2,-8,5,3,-2,0,17,4
O=C(COC(=O)/C=C/c1cccc(Cl)c1)NCCc1ccccc1,1,34,-8,6,-8,6,-15,13,11
O=C(O)CSCCn1cccn1,-20,2,-18,3&10,0,-3,-9,0,1
COc1ccc(N2CCN(C(=O)CCCn3c(=O)[nH]c4ccsc4c3=O)CC2)cc1,-43,1,1,8,2,-1,-6,-15,5
O=C1NCN(CCO)CN1,-25,-6,-13,7,6,-2,-8,23,-4
CCOc1ccc(C(=O)SC2=NCCS2)cc1,-11[20 µM],-7,-10,29,-1,-1,-1,26,1

Part of the list above, reduced to EP2 antag and BaF3 tox.
SMILES | EP2 antag | BaF3 tox
O=C1NCN(CCO)CN1 | 7 | -4
CCOc1ccc(C(=O)SC2=NCCS2)cc1 | 29 | 1

(listing goes on)
SMILES,Furin inhibitor,TbHK1 inh,NCF1 inh,EP2 antag,p97 ATPase inh,Ba/F3 V617F tox,RBBP9 inh,PPC-1+TRAIL kill,BaF3 tox
Nc1ccc(-c2nnc(-c3ccc(-c4ccccc4)cc3)o2)cc1,-12,-12,-4,6,0,-5,0,-2,2
CCOC(=O)CSc1nnc(C2CCCCC2)n1C,-24,-2,-5,5,1,-3,-7,13,2
O=C1c2ccccc2NC(c2ccccn2)N1c1ccccc1F (stereo not given),-19[20 µM],-5,-13,6,5,-4,-6,12,4
C=CCn1c(=NC(=O)CN2C(=O)CCC2=O)sc2cccc(OC)c21,-8,-18,-49,14,-7,4,-12,-7,6
NC(=O)N1CC(O)CC1C(=O)Nc1ccc(Cl)c(Cl)c1 (stereo not given),-10,0,11,10,4,-6,-9,x,1
CCn1c(=Nc2ccc(N3CCOCC3)cc2)ccc2ccccc21,19[20 µM],-25,-10,12,-1,-3,-3,12,5
Cc1cc(C)n(C(=O)CN2C(=O)COc3ccccc32)n1,-19,2,5,3,-3,2,-1,-7,14
CC(/C=C/c1ccc2c(c1)OCO2)=N/NC(=O)CNc1ccc(C)cc1,-22[20 µM],-10,x,10,-1,2,-3,x,8
CC(=O)[C@@H]1[C@@H]2C(=O)N(c3ccc(F)c(Cl)c3)C(=O)[C@@H]2C2c3ccccc3C=CN21 (stereo not given in full),-6,-6,-22,4,1,-1,-3,18,-3
Cc1cccc(NNC(=O)C(=O)NNc2cccc(C)c2)c1,-18,-12,-3,7,7,-1,-9,12,-1
CCCCNC(=O)Nc1nc2ccccc2s1,-15,2,1,9,-1,2,-5,-8,1
O=C1N2CN(C(c3ccccc3)c3ccccc3)CN=C2SC1(CO)CO,-10,3,-2,10,3,1,0,-8,3
CCOCC(=O)Nc1c(C(=O)OCC)oc2ccccc12,-16,0,-2,9,4,-2,-3,24,2
O=S(=O)(Nc1cccnc1)c1ccc(C2CCCCC2)cc1,-11[20 µM],2,-12,20,-3,-2,-5,13,7
S=C(NCc1ccco1)Nc1ccc(N2CCOCC2)cc1,-14,6,-2,5,4,0,-2,-4,9
Cn1c(NC(=O)Cc2ccc(F)cc2)cc(=O)n(C)c1=O,-24,-10,3,11,-4,0,-10,14,5
O=C(O)c1cn(CCOc2ccccc2Cl)c2ccccc12,-20,-7,-6,6,3,-3,-2,16,-1
O=C(NCc1nc2ccccc2[nH]1)C1=C[C@H](c2ccc(C(F)(F)F)cc2)C[C@H](OCc2ccc(CO)cc2)O1,-7,-6,-27,10,2,8,-21,3,3
CC(C)N(c1ccccc1)c1ccc(NC(=O)C2CCCO2)cc1 (stereo not given),-18,-1,-6,9,3,-3,-3,-16,1
COC(=O)c1cc(CNC(=O)c2cccc(Cl)c2Cl)ccc1OC,-6,29,1,12,1,-1,-3,11,4
O=C(O)CC1(CC(=O)Nc2ccccc2C(=O)c2ccccc2)CCCC1,-11,-5,-3,2,-2,5,-6,2,7
Cc1ccc(C(=O)Nc2ccccc2NC(=O)c2ccc(C)o2)o1,-13,-2,-2,4,2,-5,-4,3,-1
CSc1nc(C)c(CCOC(=O)c2cccc(Cl)c2)c(=O)[nH]1,-5[20 µM],-5,-4,4,0,-2,-4,20,-2
O=C(N/N=C/c1ccc(OCc2ccc(F)cc2)cc1)c1ccccc1,-28,-8,3,1,7,-3,1,19,0
CC1(C)CC(=O)C(C(=O)c2ccccc2)C(=O)C1,-27,0,3,1,5,-4,-2,9,2
Cc1cccn2c(=O)c(/C=C(\C#N)S(=O)(=O)c3ccc(Cl)cc3)c(N3CCC(C(N)=O)CC3)nc12,-13[20 µM],-11,-108,10,0,-4,-2,-5,-2
CN(C(=O)COC(=O)c1cc(-c2ccc(Cl)s2)nc2ccccc12)C1CCS(=O)(=O)C1 (stereo not given),-21,-4,-16,13,4,1,-1,x,9
O=S(=O)(c1cccc(-c2csc(-c3cccnc3)n2)c1)N1CCCCC1,-16,-3,-30,3,-6,4,-5,28,11
CC(=O)Nc1ccc(NC(=O)C(C)OC(=O)/C=C/c2cccs2)cc1 (stereo not given),-10,-14,-11,4,-1,0,-10,10,1
Cc1ccc(OCC(=O)N/N=C/c2ccncc2)cc1C,-11,-12,0,12,10,-7,-5,3,4
COC(CNC(=O)c1cccc(-n2c(=S)[nH]c3cc(Cl)ccc3c2=O)c1)OC,-31,-8,-13,7,5,-3,-1,0,-1
Cc1ccc(/C=N/NC(=O)CSc2ccccn2)o1,-7,-9,0,9,-7,1,-11,28,1
O=C(Nc1cccc(S(=O)(=O)N2CCCCC2)c1)c1ccc2ccccc2n1,0,0,-32,7,0,1,-7,20,4
O=C(c1cc(-c2ccccc2)nc2ccccc12)N1CCc2ccccc2C1,-9,17,-13,6,3,-3,-7,28,1
Cc1ccc(N2CCCn3c2cc(C)c(C#N)c3=O)cc1C,-11[20 µM],-66,-5,10,2,-3,-7,-2,1
C/C(=N/N=C/c1ccc(N(C)C)cc1)c1ccccc1,-8,14,18,10,5,-3,1,18,5
N=c1c(S(=O)(=O)c2ccc(Cl)cc2)cc2c(=O)n3ccccc3nc2n1CCN1CCOCC1,-46,-3,-4,x,1,-5,-9,1,2
O=C(CCc1ccccc1)NNC(=O)c1ccccc1C(=O)O,-8,34,-7,3,7,0,-7,11,7
CCOC(=O)N1CCN(C(=S)NC(=O)c2ccc(Br)cc2)CC1,-20,-4,-5,2,7,-4,6,-2,0
Cc1cc(SCC(=O)Nc2ccccc2)nc(C)n1,-12,1,1,9,-1,3,1,7,3
CCN(CCO)C(=O)CC1C(=O)NCCN1Cc1c(F)cccc1Cl (stereo not given),-22,-9,5,4,3,0,3,-10,7
Cc1ccc2cc(C)c3nnc(SCc4ccc(C(=O)O)cc4)n3c2c1C,-15,-15,-1,14,6,0,-3,17,2
CN(C)CCCOC(=O)c1ccccc1Cl,-20[20 µM],-3,-9,27,1,-2,7,2,5
CCOC(=O)c1ccc(NC(=O)CN2C(=O)C3C4C=CC(C4)C3C2=O)cc1 (stereo not given),-25[20 µM],1,-5,14,2,0,4,-24,5
S=C(NCc1ccco1)Nc1ccc2c(c1)OCCO2,-20,0,-4,4,-1,2,3,1,11
Cc1ccc(NC(=O)CN(C)C(=O)Cn2cc(C(F)(F)F)cc(Cl)c2=O)cc1,-9,2,-10,0,4,2,3,12,6
O=c1oc(-c2ccccc2)nc2sc3c(c12)CCCC3,1[20 µM],-4,-8,8,-3,3,-11,11,5
COC(=O)c1cnc(Nc2cccc(C(F)(F)F)c2)c([N+](=O)[O-])c1,-20,33,-8,3,-2,-2,-5,-1,3
CC1(C)CC(NC(=S)NC2CC2)CC(C)(C)N1,-16,-11,-1,6,0,-4,-1,2,-3
CCN(CC)S(=O)(=O)c1cccc(NC(=O)COc2ncnc3sccc23)c1,-26,-3,-24,5,3,-1,-8,-2,3
O=[N+]([O-])c1cc([N+](=O)[O-])c(N2CCCCCC2)cc1NCCO,-24,-24,-9,-1,4,-2,-3,3,0

Fetched by compound from the list above, 2 records:
SMILES,Furin inhibitor,TbHK1 inh,NCF1 inh,EP2 antag,p97 ATPase inh,Ba/F3 V617F tox,RBBP9 inh,PPC-1+TRAIL kill,BaF3 tox
O=[N+]([O-])c1cc([N+](=O)[O-])c(N2CCCCCC2)cc1NCCO,-24,-24,-9,-1,4,-2,-3,3,0
CCOC(=O)c1ccc(NC(=O)CN2C(=O)C3C4C=CC(C4)C3C2=O)cc1 (stereo not given),-25[20 µM],1,-5,14,2,0,4,-24,5

Some of the compounds tested (hit frequency here may not be typical).
